# MsrA act – bovine methionine sulfoxide reductase A activation; activation, % at 10.6 µM; purified bovine MsrA, absorbance read-out; 360,000 tested, 0.3% active; in the data active = activation above about 7.5%;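 also: 0% = vehicle and 100% = reference activator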
# Rin1-Abl PPI inh – blocks binding of human Rin1 to Abl | P00519+Q13671 | TR-FRET Rin1/Abl binding, biochemical | inhibition, % at 7.35 µM | 360,000 tested, 0.4% active; in the data active = inhibition above about 5%, passing the limit was not always enough
# MT1-MMP act inh – blocks activation of human MT1-MMP; P50281; HT1080 RFP-PRO-GFP cells, GFP/RFP ratio fluorescence, overnight; percent of plate control window, DMSO zero; GFP/RFP ratio change, % at 20 µM; 360,000 tested, 0.061% active;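 active = GFP/RFP ratio change of at least 30% with cell ATP level not reduced by more than half and red fluorescence within 50% of control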; also: strong numbers were not always called active
#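 Assay system: HT1080 RFP-PRO-GFP cells | Dosing: 20 µM single dose, 1% DMSO | Incubation: Cells overnight before dosing, compound overnight, 37 °C, 5% CO2 | Evaluation: GFP/RFP fluorescence ratio | Control set: DMSO-only wells and HT1080 RFP-L50D-GFP cell wells as references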
# CSN deneddyl inh – inhibitors of human CSN-mediated cullin deneddylation | Q92905 | AID 651999 | Purified CSN, SCF-Nedd8-OG deneddylation, fluorescence polarization | 360,000 tested, 0.38% active | inhibition, % at 12.5 µM;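 active = pattern-corrected inhibition above about 35%, with an unprinted fluorescence ratio check between 0.5 and 1.5, limit read from the data, passing the limit was not always enough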;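 also: 0% = enzyme with substrate and 100% = substrate without enzyme; some results filed as inactive read as strong as hits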
# Target sequence (Q92905 whole entry, looked up, one chain of several): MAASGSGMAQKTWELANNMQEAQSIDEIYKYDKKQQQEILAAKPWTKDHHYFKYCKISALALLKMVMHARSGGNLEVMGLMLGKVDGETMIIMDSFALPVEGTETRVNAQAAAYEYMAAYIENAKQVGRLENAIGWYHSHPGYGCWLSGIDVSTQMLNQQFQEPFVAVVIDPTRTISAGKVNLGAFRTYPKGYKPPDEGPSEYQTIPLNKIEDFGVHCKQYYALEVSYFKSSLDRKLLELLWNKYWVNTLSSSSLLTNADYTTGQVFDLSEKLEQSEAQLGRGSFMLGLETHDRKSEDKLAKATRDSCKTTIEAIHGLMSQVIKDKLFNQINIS
#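 assay system = purified human Csn5 enzyme expressed in HEK293T cells | amount = 0.24 nM enzyme | buffer or medium = Tris/NaCl/DTT buffer, pH 7.5 | reagent = 10 nM SCFSkp2-Nedd8OG | compound = one concentration, 12.5 µM, 0.25% DMSO | times = 90 min reaction at room temperature | signal = FP | read-out basis = % inhibition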
# PABP1 MLLE inh – inhibitors of microRNA-mediated deadenylation, human PABP1 MLLE binding. 360,000 tested, 0.36% active. GST-MLLE / FITC-PAM2 fluorescence polarization. P11940. inhibition, % at 20 µM; in the data active = inhibition above about 35%, passing the limit was not always enough;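 also: plate controls were DMSO wells with GST-MLLE for no effect and wells lacking GST-MLLE protein for full effect; some results filed as inactive read as strong as hits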
# Rpn11 inh – inhibitors of human proteasome Rpn11. O00487. human 26S proteasome, Ub4-pepOG fluorescence polarization; 20S core pre-blocked with epoxomicin. calls only at 20 µM. 360,000 tested, 0.59% active. AID 588493;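 active = inhibition at 20 µM, scaled to each plate's controls, above about 33%, limit read from the data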
# MsrA inh – inhibitors of bovine MsrA; purified bovine MsrA, absorbance read-out; inhibition, % at 15.5 µM; 360,000 tested, 0.75% active; in the data active = inhibition above about 4.5%;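 also: 0% = vehicle wells with enzyme and 100% = reference inhibitor wells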
# FAS TE block – blocks the thioesterase domain of human fatty acid synthase. inhibition, % at 15 µM. P49327. AID 602261. 360,000 tested, 0.67% active. recombinant FAS-TE, OMFH fluorogenic substrate, fluorescence endpoint;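 active = compounds whose normalised, plate-corrected inhibition of enzyme fluorescence in the single-dose primary screen is 50% or more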;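 also: 0% = DMSO with enzyme and 100% = substrate without enzyme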
# E coli Lon inh – inhibitors of E. coli Lon protease. P0A9M0. purified E. coli Lon protease, fluorescence polarization. inhibition, % at 7.94 µM. 360,000 tested, 0.42% active; in the data active = inhibition above about 13%, passing the limit was not always enough;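 also: 0% = enzyme with probe and DMSO and 100% = no enzyme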
# Target sequence (P0A9M0 whole entry, looked up): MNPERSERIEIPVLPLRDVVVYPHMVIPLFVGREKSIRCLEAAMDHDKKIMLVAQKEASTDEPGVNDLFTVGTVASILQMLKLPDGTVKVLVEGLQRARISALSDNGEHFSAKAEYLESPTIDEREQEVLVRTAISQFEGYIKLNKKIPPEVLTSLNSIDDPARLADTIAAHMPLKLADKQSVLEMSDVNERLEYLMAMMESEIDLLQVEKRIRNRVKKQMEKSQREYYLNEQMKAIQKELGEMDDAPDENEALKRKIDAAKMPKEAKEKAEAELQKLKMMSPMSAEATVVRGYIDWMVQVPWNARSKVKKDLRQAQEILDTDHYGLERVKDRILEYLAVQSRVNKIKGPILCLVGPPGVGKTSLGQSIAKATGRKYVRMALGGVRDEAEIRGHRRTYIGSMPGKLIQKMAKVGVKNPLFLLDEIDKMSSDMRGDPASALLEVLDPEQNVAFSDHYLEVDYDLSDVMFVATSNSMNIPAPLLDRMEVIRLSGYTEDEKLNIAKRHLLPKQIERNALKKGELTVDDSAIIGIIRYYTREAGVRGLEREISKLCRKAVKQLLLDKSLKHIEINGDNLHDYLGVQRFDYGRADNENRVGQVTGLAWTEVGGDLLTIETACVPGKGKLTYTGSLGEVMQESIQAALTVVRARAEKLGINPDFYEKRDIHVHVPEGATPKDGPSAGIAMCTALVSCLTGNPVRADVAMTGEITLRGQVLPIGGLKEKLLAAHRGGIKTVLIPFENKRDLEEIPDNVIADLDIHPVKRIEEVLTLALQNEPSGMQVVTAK
# * hit, by the source's call; i = inactive; · = not tested or not shown; + = active, no number.
SMILES,MsrA act,Rin1-Abl PPI inh,MT1-MMP act inh,CSN deneddyl inh,PABP1 MLLE inh,Rpn11 inh,MsrA inh,FAS TE block,E coli Lon inh
COc1ccc(C(=O)COC(=O)CCN=C2NS(=O)(=O)c3ccccc32)c(OC)c1,-3,-1,1,1,4,i,1.2,-4,-1
CCOc1cc(C=O)ccc1OCC(=O)N1CCCC1,0,2,4,-7,-2,i,0.6,-6,5
Oc1cc(Br)ccc1C=Nc1ccc(N2CCCCC2)cc1,-1,3,12,-2,-28,+,0.6,3,-9
Cc1noc(C)c1C(=O)N1CCN(S(=O)(=O)c2cccs2)CC1,-2,-1,0,2,-1,i,0.9,-5,3
CCN1C(=O)[C@H]2[C@@H](c3ccc(C)cc3)N3C(=O)N(c4ccc(C)cc4)C(=O)[C@@]3(C)[C@H]2C1=O,-1,0,-3,3,-5,i,0.5,-5,0
Cc1ccc(S(=O)(=O)N2[C@@H](c3ccccc3F)C(C(=O)O)=CC[C@H]2c2cccc(C)c2)cc1,-2,1,1,-2,3,i,1.0,-10,8
CCOc1ccc(OCC(=O)N2CCC3(CC2)CC(=O)c2ccccc2O3)cc1,-6,3,2,4,5,i,0.4,5,-4
CN(Cc1c(C(=O)N/N=C/c2cccc(F)c2)nnn1-c1nonc1N)C1CCCCC1,-1,1,7,-4,-12,i,0.1,-7,4
COc1ccc(/C=C/C(=O)Nc2cccc(S(=O)(=O)N3CCOCC3)c2)cc1OC,-6,2,3,0,-9,i,2.0,4,-13
COc1ccc(C2=CC3=C(Br)C(=O)C(C)(OC(=O)c4cccs4)C(=O)C3=CO2)cc1 (centres undefined),-1,2,-5,10,-49,i,0.3,-9,-26

# Part of the list above in order of SMILES length, descending:
SMILES,MsrA act,Rin1-Abl PPI inh,MT1-MMP act inh,CSN deneddyl inh,PABP1 MLLE inh,Rpn11 inh,MsrA inh,FAS TE block,E coli Lon inh
CCN1C(=O)[C@H]2[C@@H](c3ccc(C)cc3)N3C(=O)N(c4ccc(C)cc4)C(=O)[C@@]3(C)[C@H]2C1=O,-1,0,-3,3,-5,i,0.5,-5,0
Cc1ccc(S(=O)(=O)N2[C@@H](c3ccccc3F)C(C(=O)O)=CC[C@H]2c2cccc(C)c2)cc1,-2,1,1,-2,3,i,1.0,-10,8
CN(Cc1c(C(=O)N/N=C/c2cccc(F)c2)nnn1-c1nonc1N)C1CCCCC1,-1,1,7,-4,-12,i,0.1,-7,4
Cc1noc(C)c1C(=O)N1CCN(S(=O)(=O)c2cccs2)CC1,-2,-1,0,2,-1,i,0.9,-5,3

# Continued:
SMILES,MsrA act,Rin1-Abl PPI inh,MT1-MMP act inh,CSN deneddyl inh,PABP1 MLLE inh,Rpn11 inh,MsrA inh,FAS TE block,E coli Lon inh
Cc1ccc(N2CCN(S(=O)(=O)N3CCCCCC3)CC2)cc1Cl,-3,3,4,4,2,i,-1.5,4,-2
CCOC(=O)C1(CC)NC(c2ccc(OC)c(OC)c2)C2C(=O)N(c3cccc(C(C)=O)c3)C(=O)C21 (centres undefined),-1,0,3,0,3,i,0.3,-2,-3
CCc1nnc(NC(=O)CSc2nnc(C3CCCCC3)n2-c2cccc(Cl)c2)s1,3,6,-8,4,-40,i,0.0,3,-5
O=C(Cc1ccccc1)NCCSCc1ccccc1,-2,4,3,-7,19,i,1.4,-6,-2
CCN(CC(=O)N1CCC(C(N)=O)CC1)S(=O)(=O)c1cc(Cl)ccc1Cl,-5,3,3,-1,5,i,2.5,0,-6
CCOC(=O)N1CCN(CC(=O)Nc2c(C(=O)OC)[nH]c3ccccc23)CC1,-3,1,1,-4,3,i,0.1,-6,-5
CC(NC(=O)Cn1cnc([N+](=O)[O-])n1)c1ccccc1 (centres undefined),-1,-2,2,0,-2,i,1.5,-3,-3
CCNc1c([N+](=O)[O-])ncn1C,-4,3,6,-2,-6,i,2.2,-4,-7
COc1ccc(NC(=O)CSc2nnc(C)n2Cc2ccccc2)cc1,-13,4,3,-2,9,i,-0.4,-12,0
COc1ccccc1C(=O)COC(=O)CCN=C1NS(=O)(=O)c2ccccc21,-1,0,0,1,-8,i,-0.2,-3,-5
O=C(Nc1nc(-c2ccccc2)c(C(=O)c2ccccc2)s1)c1ccc(S(=O)(=O)N2CCCC2)cc1,0,-2,4,2,-5,i,2.2,83*,6
COC(=O)[C@H](C(C)C)n1c(C)c(C(C)=O)c(C(C)=O)c1C,-4,0,-1,-2,6,i,-1.0,-11,2
O=C(O)/C(=C/c1ccco1)NC(=O)c1ccccc1,-6,1,-3,-1,6,i,-1.0,-11,-2
CC1(C)NC(=O)N(CCOCCOc2ccccc2)C1=O,0,-3,2,4,-15,i,-0.1,-12,2
CC[C@H]1C(=O)[C@@H](Cc2ccccc2)[C@@H]2CCN3C(=O)CCC[C@H]1[C@H]23,17*,0,1,-5,-7,i,1.0,-4,5
C[C@@H]1CC=C[C@H]2[C@H]1C(=O)N(Cc1ccccc1)[C@H]2c1ccc(-c2ccc(F)cc2)cc1F,-2,0,6,1,20,i,1.8,28,-3
Cn1cc(C(CC(=O)O)C(=O)O)c2ccccc21 (centres undefined),-5,0,0,0,14,i,0.0,-4,-1
CCN1C(=O)[C@H]2[C@@H](c3ccc(C(F)(F)F)cc3)N[C@]3(CCCN(Cc4ccc(C(F)(F)F)cc4)C3=O)[C@H]2C1=O,-5,-2,18,6,6,i,0.7,22,5
C[C@@H]1CN([C@@H](C)CO)C(=O)c2cc(NC(=O)c3ccccc3)ccc2O[C@@H](C)CCCCO[C@@H]1CN(C)S(=O)(=O)c1ccc(F)cc1,-2,-3,-2,1,-6,i,-0.4,20,2
Cc1ccc(S(=O)(=O)NCCC(=O)NNC(=O)c2ccccc2O)cc1C,-2,0,4,0,-7,i,-1.0,2,-5
COCCCN1CN(S(=O)(=O)c2cccs2)c2nc3ccccc3nc21,-3,-1,1,5,6,i,3.6,-1,4
CCCCc1nc(NCCN)c(C#N)c2c1CSC(C)(C)C2,-1,-5,-4,-5,-2,i,3.4,-60,3
Cc1ccnn1-c1ccc(C(=O)N2CCCN(S(=O)(=O)c3ccc(F)cc3)CC2)cc1,1,5,-1,-3,0,i,0.3,2,-14
N#CC1=C(S)N(c2ccccc2)C(c2ccc(-c3cccc(Cl)c3)o2)NC1=O (centres undefined),-4,0,-8,10,-22,i,0.1,14,-8
CN1CCN(CCOCCOc2c(Cl)cc(Cl)cc2Cl)CC1,-8,0,2,1,-7,i,-0.9,-2,3
Cc1cc(S(=O)(=O)N2CCCOC2CNC(=O)C(=O)NCc2cccs2)ccc1F (centres undefined),-2,2,0,0,2,i,-1.2,-1,-24
COc1cccc(-n2nnc3c(=O)n(CC(=O)Nc4ccc(C)cc4)cnc32)c1,-6,-3,-1,-1,17,i,0.2,2,-11
CCc1sc(C(=O)NCc2ccco2)cc1C,-5,1,2,4,1,i,-0.1,-4,-4
N#Cc1ccc(-c2nc3c(Cl)cc(C(F)(F)F)cn3c2Cc2ccccc2C(F)(F)F)cc1,0,·,2,1,·,·,-0.8,-4,-6
COC(=O)c1[nH]c2ccc(F)cc2c1NC(=O)CCN1CCN(Cc2ccc3c(c2)OCO3)CC1,-2,-3,0,0,-18,i,3.9,-2,5
CN(Cc1cnn(-c2ccc(F)cc2)c1)C(=O)[C@H]1O[C@@H](n2cnc3c(N)ncnc32)[C@H](O)[C@@H]1O,-6,3,1,-1,-2,i,-1.6,-7,0
Cn1nnnc1SC(C(=O)Nc1cccc(C(F)(F)F)c1)c1ccccc1 (centres undefined),-3,-2,2,-1,13,i,-1.1,26,-21
O=C(COc1ccccc1F)NC1CCN(Cc2ccccc2)CC1,-1,-4,-1,1,13,i,-0.1,-6,8
Cc1ccc(F)c(NC(=O)c2cncn2-c2ccccc2)c1,-1,4,1,-1,4,i,0.0,-7,-5
O=C(NNS(=O)(=O)c1cccc(Cl)c1)c1cc(-c2ccc(F)cc2)nc2ccccc12,-2,4,-1,4,-8,i,1.0,14,-9
COc1ccc(CNC(=O)c2csc3c2CCCC3)cc1,-5,1,-2,1,11,i,-0.1,7,-5
CCOC(=O)c1cc2sc(C)cc2n1CC(=O)NCCc1ccccc1,2,2,-3,1,13,i,1.8,-1,2
CC(CCc1ccccc1)NC(=O)C1CC1 (centres undefined),1,2,4,5,-6,i,-0.5,-6,2
O=C1N(Cc2cccnc2)C[C@@H]2C[C@@H](c3ccccc3C#Cc3ccccc3)N3CCC[C@@]123,-5,-1,-9,-1,-3,i,0.1,4,-5
Cc1ccc(C)c(-c2cc(C(=O)N/N=C/c3cccnc3)c3ccccc3n2)c1,-13,5,3,-2,2,i,0.5,3,7
COc1ccccc1CCC(=O)Nc1ccc(OC)c(S(=O)(=O)N2CCCCC2)c1,-6,2,15,-7,-31,i,0.0,4,-1
Cc1cc2[nH]c(=O)c(=O)[nH]c2cc1S(=O)(=O)Nc1cccc(C)c1C,-1,-1,0,7,-2,i,2.0,-1,-7
Nc1nnc(SCC(=O)OCC(=O)Nc2ccccc2)s1,-3,0,6,3,6,i,-1.1,4,-5
O=C(Nc1ccc(F)cc1F)c1sccc1SCc1cccc(C(F)(F)F)c1,-4,0,-3,-7,1,i,1.8,33,-1
CCOC(=O)c1c(C)c(C(=O)NCc2ccco2)c(C)n1C,-4,0,1,-3,-7,i,-0.8,-12,-4
CCOc1ccc(C(=O)O)cc1OC,-9,4,-1,-8,-1,i,2.7,-2,1
Cn1c(SCC(=O)NCc2cccs2)nnc1-c1ccc(O)cc1,-3,-2,3,-4,3,i,1.5,-5,0
CSc1nc(-c2ccccc2)nc(C(C)C)n1,-1,2,2,-3,-3,i,1.7,8,1
CCOC(=O)NN1C(=O)c2ccccc2NC1c1ccccc1F (centres undefined),-12,0,0,5,10,i,0.0,-2,3
O=C1CCCc2c1cc(C(=O)NC1CCSC1=O)c(=O)n2-c1ccccc1 (centres undefined),-1,1,-1,-4,16,i,1.7,-5,-4
# More records
SMILES,MsrA act,Rin1-Abl PPI inh,MT1-MMP act inh,CSN deneddyl inh,PABP1 MLLE inh,Rpn11 inh,MsrA inh,FAS TE block,E coli Lon inh
COc1cc(CNc2ccc3[nH]c(=O)[nH]c3c2)ccc1OCc1cccc(C)c1,-1,0,4,-2,-3,i,-1.5,-4,-2
CC(=O)Nc1ccc2nc3ccccc3nc2c1,5,-6,-7,0,42*,i,2.1,-6,13
Cc1cc[n+](CC(=O)c2ccc(NC(=O)c3ccccc3)cc2)c2ccccc12,2,-2,29,7,-5,i,3.2,-10,-7
CN(C)CCn1c2c(c(SCC(=O)Nc3cccc4ccccc34)nc1=O)CCC2,-4,-3,1,-1,14,i,0.2,-5,-5
CCN1CCN(S(=O)(=O)c2ccc(OC)c(NC(=O)c3ccccc3F)c2)CC1,-2,2,5,-1,2,i,-1.2,1,-6
O=C(CCNC(=O)C1CCN(S(=O)(=O)c2ccc(F)cc2)CC1)Nc1nccs1,-13,3,7,3,-6,i,-0.1,-2,9
CN1CCN(c2ccc(C(=O)c3ccccc3)cc2[N+](=O)[O-])CC1,-4,-4,-2,-16,15,i,0.8,-10,-6
COc1ccc(C(C)(O)c2nc(-c3ccc(F)c(Cl)c3)cs2)cc1 (centres undefined),-1,-2,0,1,9,i,0.3,32,3
CC(C)(O)C#Cc1ccc(C(=O)Nc2ccc3c(c2)OCO3)s1,-4,2,2,4,-1,i,2.9,2,-4
CCc1ccccc1C1C(=O)c2ccccc2C1=O,-2,2,-9,2,12,i,0.6,-7,0
